SIAE primary – blocks human sialic acid acetylesterase | AID 1053197 | Q9HAT2 | inhibition, % at 9.66 µM | SIAE FP-Rh probe binding, fluorescence polarization | 0.69% of 370,000 active;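 active means inhibition above a cutoff: mean of compounds within the control limits plus 3 SD of those, cut at about 17% in these data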;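 further: 0% = plate median of compound wells and 100% = probe without SIAE protein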
rCAG RNA binder – molecules binding r(CAG) RNA repeats; AID 651821; 1.3% of 370,000 active; r(CAG) RNA repeat, TO-PRO-1 dye displacement fluorescence; inhibition, % at 3 µM;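 active means inhibition above the plate cutoff, the mean of all test compounds on that plate plus 3 SD, cut at about 35% in these data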;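 further: 0% = DMSO alone and 100% = 100 µM mitoxantrone as full dye displacement; higher means more dye released from RNA so lower well fluorescence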
LEDGF integ inh – blocks HIV-1 LEDGF/p75-dependent DNA integration; TR-FRET IN-LEDGF/p75 DNA integration, Eu/Cy5; inhibition, % at 3.7 µM; 0.64% of 370,000 active; AID 743269;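 active means inhibition above the screen-wide mean plus 3 SD, cut at about 13% in these data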;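 further: signal is the Cy5 over europium emission ratio at 671 and 618 nm; 0% = plate median of compound wells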
GC-B act – GC-B (human) receptor activation. 0.11% of 370,000 active. AID 1920062. activation, % at 10 µM. P20594. HEK293-GC-B cells, CNP EC30, cGMP TR-FRET; 0% at EC30 CNP, 100% saturating CNP;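 active means activation at 10 µM reaching about 35% in either raw or pattern-adjusted values, limit read from the data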
Target sequence (P20594 whole entry, looked up): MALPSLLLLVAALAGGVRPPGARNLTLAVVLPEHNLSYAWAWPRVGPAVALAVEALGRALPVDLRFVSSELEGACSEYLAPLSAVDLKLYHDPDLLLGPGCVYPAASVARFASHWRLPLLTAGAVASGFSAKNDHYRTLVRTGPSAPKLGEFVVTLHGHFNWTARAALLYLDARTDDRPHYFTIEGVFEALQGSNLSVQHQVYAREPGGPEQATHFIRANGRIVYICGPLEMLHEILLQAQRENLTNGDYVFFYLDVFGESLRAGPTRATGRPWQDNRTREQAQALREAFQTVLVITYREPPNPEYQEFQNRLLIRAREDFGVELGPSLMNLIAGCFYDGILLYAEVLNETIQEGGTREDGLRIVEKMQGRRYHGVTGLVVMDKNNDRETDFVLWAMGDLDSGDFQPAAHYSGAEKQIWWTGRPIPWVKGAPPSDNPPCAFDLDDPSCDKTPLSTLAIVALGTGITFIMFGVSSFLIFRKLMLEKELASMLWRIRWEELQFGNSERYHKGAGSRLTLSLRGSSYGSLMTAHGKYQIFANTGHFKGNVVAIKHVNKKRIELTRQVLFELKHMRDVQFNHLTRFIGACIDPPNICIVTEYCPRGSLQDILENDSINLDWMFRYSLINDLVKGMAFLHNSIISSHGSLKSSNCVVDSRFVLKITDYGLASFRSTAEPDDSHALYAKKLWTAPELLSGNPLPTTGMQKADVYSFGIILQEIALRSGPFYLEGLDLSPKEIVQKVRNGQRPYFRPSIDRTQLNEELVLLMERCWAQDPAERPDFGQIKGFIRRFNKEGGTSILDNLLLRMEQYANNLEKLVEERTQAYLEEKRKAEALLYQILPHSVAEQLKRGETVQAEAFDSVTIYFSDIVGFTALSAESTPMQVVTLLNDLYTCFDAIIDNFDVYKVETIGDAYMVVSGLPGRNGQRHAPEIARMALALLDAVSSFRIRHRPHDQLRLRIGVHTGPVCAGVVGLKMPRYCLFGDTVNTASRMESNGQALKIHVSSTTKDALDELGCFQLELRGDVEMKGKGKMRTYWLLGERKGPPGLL
TCR-CD3 inh – inhibitors of human TCR-CD3 interaction; TAMRA-labeled TCR probe fluorescence, biochemical; inhibition, % at 9.4 µM; 0.37% of 360,000 active; AID 651800; in the data active means inhibition above about 19%;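 further: recombinant mutant TCR 2C K166C tagged with TAMRA read by polarization; 0% = receptor in buffer alone and 100% = receptor with positive control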
mABHD4 FP – ABHD4 (mouse) inhibition, primary FP screen | inhibition, % at 8.92 µM | 0.54% of 370,000 active | purified mABHD4, FP-Rh probe fluorescence polarization | AID 720543 | Q8VD66;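 active means inhibition exceeding the mean over every tested compound plus 3 SD, cut at about 30% in these data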;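 further: 0% = plate median of compound wells and 100% = S159A mutant with DMSO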
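Doses – 8.92 µM, single dose · Material – wild-type mouse ABHD4 protein · Replication – single well per compound (singlicate) · Measure – percent inhibition of probe binding, normalized to plate controls · Schedule – 45 min compound pre-incubation plus 60 min probe step, 25 °C · Detection – fluorescence polarization with parallel and perpendicular emission, 525/598 nm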
HTRA1 inhibitor – blocks human HTRA1 serine peptidase. Q92743. recombinant HTRA1, FP-rhodamine activity-based probe, fluorescence polarization. inhibition, % at 5.96 µM. 0.5% of 340,000 active; in the data active means inhibition above about 36%;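 further: 0% = enzyme with DMSO and 100% = wells lacking enzyme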
PRMT1 FP inh – blocks human protein arginine methyltransferase 1 | 1.3% of 370,000 active | recombinant PRMT1, activity-based probe fluorescence polarization | Q99873 | inhibition, % at 2.79 µM;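 active means inhibition above about 21% made by adding two undisclosed values, limit read from the data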
TDP2 absorb – blocks human TDP2 phosphodiesterase activity. inhibition, % at 12.8 µM. recombinant TDP2, T5PNP hydrolysis, p-nitrophenol absorbance 415 nm. O95551. AID 720702. 0.34% of 370,000 active;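 active means inhibition above the mean of all tested compounds plus 3 SD, set per campaign, cut at about 25% in these data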;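 further: 0% = DMSO with enzyme and 100% = buffer with substrate but no TDP2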
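System – recombinant human TDP2 · Amount – 120 nM TDP2 per well · Buffer or medium – Mg2+-containing Tris-HCl buffer, pH 7.5 · Reagent – T5PNP substrate, 5 mM · Dosing – 12.8 µM single point, 1% DMSO · Incubation – 2 h at 37 °C · Measured by – epi absorbance · Read-out basis – percent inhibition · Benchmarks – high control without enzyme, low control DMSO plus TDP2 · Repeats – singlicate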
MBD2 DNA inh – inhibitors of human MBD2 binding to methylated oligonucleotide | 0.31% of 370,000 active | inhibition, % at 4.4 µM | TR-FRET | Q9UBB5 | AID 686964; in the data active means inhibition above about 13%
* hit, by the source's call; . = no result given. The list is partial. The share of hits here may be higher or lower than overall.

SMILES	SIAE primary	rCAG RNA binder	LEDGF integ inh	GC-B act	TCR-CD3 inh	mABHD4 FP	HTRA1 inhibitor	PRMT1 FP inh	TDP2 absorb	MBD2 DNA inh
CN(C(=O)CSc1nnc(C(F)(F)F)n1N)C1CCS(=O)(=O)C1 (stereo not given)	-2.2	-1.1	1.2	0.4	-6.9	-1.9	7.1	6.3	-1.0	-2.7
CCC1(CC)SCCNC1=O	-11.2	0.8	5.5	-0.8	0.9	-8.0	-0.2	-3.4	-13.2	-5.3
O=C(CCS(=O)(=O)Cc1ccccc1)NC1CCCCC1	-0.3	-1.7	2.6	2.7	2.1	2.7	3.7	-0.6	-6.9	-6.0
O=c1[nH]cnc2ncc(-c3ccc(O)cc3)nc12	4.4	1.0	1.6	-3.5	1.4	0.6	3.3	1.2	-3.9	-1.4
Cc1ccc(S(=O)(=O)N(Cc2cccnc2)Cc2cc3ccccc3[nH]c2=O)cc1	2.3	0.5	3.6	-1.9	-3.6	-2.3	-0.9	-1.3	2.0	-1.7
O=C(Nn1c(-c2ccccc2)nc2ccccc2c1=O)c1ccco1	-0.1	2.8	3.1	-1.3	4.1	-5.2	2.6	4.5	1.0	-10.8
O=C1c2ccccc2C(c2nnnn2-c2ccc3c(c2)OCCO3)N1C1CC1 (stereo not given)	6.1	1.7	-3.1	3.9	-0.2	-0.3	.	1.6	5.3	1.7
O=C(CN1CCN(c2ncccn2)CC1)NCc1ccccc1	-2.5	1.0	-3.2	-0.6	-4.7	0.2	-5.0	2.6	-0.9	2.5
CC1CCN(C(C(=O)O)c2ccccc2)CC1 (stereo not given)	12.5	-0.5	-0.3	1.2	3.9	0.8	.	0.7	5.2	3.1
COC(=O)c1ccc(NC(=O)c2ccccc2SC)cc1	-1.3	4.8	-2.4	1.6	2.3	-2.9	-5.5	-0.1	6.3	-1.9
COCCNC(=O)/C(C#N)=C/c1ccc(N2CCOCC2)o1	9.1	-48.0	-2.4	-7.7	8.6	-11.7	-5.8	-43.4	2.4	-18.2
CSc1ccccc1OCc1cc(C(=O)N2CCC(c3ccncc3)CC2)no1	0.4	-10.1	-0.2	-1.5	1.1	4.5	-17.1	-2.1	10.6	-2.2
CCCCn1c(/N=C/c2cc(OC)ccc2O)nc2ccccc21	2.4	4.6	-1.0	-2.4	-0.1	13.8	0.9	-3.0	3.1	-0.3
O=C(Nc1cc(Cl)cc(Cl)c1)Nc1cnccn1	-49.2	5.1	0.5	-4.1	7.6	-15.6	-16.6	-10.2	4.2	6.2
CCCCC(=O)N1CCCC(c2nc3c(nnn3Cc3cc(C)ccc3C)c(=O)[nH]2)C1 (stereo not given)	-5.1	-4.5	-2.4	-7.3	5.7	4.0	-5.6	-0.5	-8.1	2.1
COc1ccc(C(CNC(=O)c2cccc(S(=O)(=O)Nc3ccc(C)cc3)c2)N2CCOCC2)cc1 (stereo not given)	-12.2	0.5	5.0	-3.1	-7.8	-5.1	-8.9	-9.2	-19.5	-1.0
CCOC(=O)C(C)C1(O)c2ccccc2-c2ncccc21 (stereo not given)	2.9	-2.7	0.7	5.0	-7.9	-5.2	3.0	2.4	0.3	3.5
Cc1ccc(C)c(OCCC(=O)OCC(=O)NC(=O)NCc2ccccc2)c1	1.6	-3.5	-1.0	3.1	6.8	3.8	6.1	3.9	0.9	4.7
COC(=O)c1c(NC(=O)CN(C)CC(=O)Nc2ccc(C)cc2)sc2c1CCC(C)C2 (stereo not given)	2.5	7.3	5.0	7.6	12.6	2.8	-3.0	0.2	9.8	-0.9
O=C(NC(=S)Nc1ccccc1)c1ccc(Br)o1	8.5	1.1	-1.0	-7.0	7.8	3.7	-8.5	-0.9	-4.2	1.6
CC(Oc1ccccc1)C(=O)Nc1ccc(S(=O)(=O)NCC2CCCO2)cc1 (stereo not given)	-3.4	-2.7	3.0	0.0	5.4	0.7	1.6	2.0	10.3	-2.9
Cc1cc(=O)oc2cc3c(cc12)OCO3	3.7	-2.8	3.9	5.1	-5.0	-2.6	2.7	7.8	-2.5	2.3
Cc1cc([N+](=O)[O-])nn1CC(=O)NC1CCCCC1	-5.2	-0.4	3.2	0.4	6.1	-2.3	7.7	-1.9	-6.6	1.0
O=C(Nc1ccccc1)C1Cc2c(-c3ccccc3Oc3ccccc3)ccnc2O1 (stereo not given)	-8.8	5.0	0.1	-4.0	8.6	-4.3	.	-2.2	-0.4	-2.7
CC(=O)Nc1ccccc1NC(=O)C/C(C)=N/NC(=O)C(=O)N1CCCCC1	2.5	0.5	2.7	0.9	-4.7	-2.3	1.2	3.3	19.6	0.1
CN(CCCC(=O)Nc1ccc(Br)cc1F)S(=O)(=O)c1ccccc1	-6.2	-0.7	-2.8	2.8	1.8	-4.7	-6.3	2.1	-10.4	-0.8
Cn1c(=O)[nH]c(=O)c2c1nc(NCc1ccccc1)n2Cc1ccc(F)cc1	5.4	-4.7	-2.9	2.0	0.8	6.0	-0.4	9.9	3.0	10.1
O=C(COC(=O)Cc1ccccc1[N+](=O)[O-])NCC1CCCCC1	-5.1	-2.2	-8.8	3.0	-2.8	-9.0	-2.7	8.3	-18.3	8.2
COc1ccccc1NC(=O)N1CCC(C(=O)c2ccc(F)cc2)CC1	-1.3	-6.4	-2.3	-3.3	3.4	3.1	-6.0	0.6	6.1	3.0
CCCc1nc(SCC(=O)c2ccc3c(c2)NC(=O)CO3)[nH]c(=O)c1CC	-2.1	0.9	2.1	4.4	-2.6	-4.4	12.2	-3.9	9.1	-9.3
CC1CCN(C2=NC(=O)/C(=C/c3ccccc3F)S2)CC1	2.8	-3.6	2.1	-2.4	2.8	4.6	-6.9	2.3	-7.8	0.2
O=C(Nc1ccc(-c2cn3ccccc3n2)cc1)c1ccc(Cl)cc1	-1.1	8.2	0.8	-2.7	9.1	1.0	-8.0	-1.8	-0.6	1.0
O=C(NC1CCCCC1)N1CCCC(CNS(=O)(=O)Cc2ccccc2)C1 (stereo not given)	3.3	25.4	1.2	0.0	-6.9	3.6	8.0	-3.9	16.0	-2.9
CCOc1ccc(C(=O)COC(=O)c2nc3nccc(C)n3n2)cc1	-5.9	8.8	1.1	-5.4	-4.8	1.0	-0.1	0.7	5.3	-3.3
Cc1[nH]nc2c1/C(=N\O)CCC2	1.6	-2.0	-0.7	-1.7	4.1	6.0	3.4	-0.3	4.4	2.5
COC(=O)Cc1csc(NCc2ccccc2)n1	1.4	-2.8	6.3	0.8	-5.2	-6.9	5.6	-4.1	0.1	-3.8

Pulled by compound from the list above:
SMILES	SIAE primary	rCAG RNA binder	LEDGF integ inh	GC-B act	TCR-CD3 inh	mABHD4 FP	HTRA1 inhibitor	PRMT1 FP inh	TDP2 absorb	MBD2 DNA inh
COc1ccccc1NC(=O)N1CCC(C(=O)c2ccc(F)cc2)CC1	-1.3	-6.4	-2.3	-3.3	3.4	3.1	-6.0	0.6	6.1	3.0
CCCc1nc(SCC(=O)c2ccc3c(c2)NC(=O)CO3)[nH]c(=O)c1CC	-2.1	0.9	2.1	4.4	-2.6	-4.4	12.2	-3.9	9.1	-9.3
COC(=O)Cc1csc(NCc2ccccc2)n1	1.4	-2.8	6.3	0.8	-5.2	-6.9	5.6	-4.1	0.1	-3.8
CC(=O)Nc1ccccc1NC(=O)C/C(C)=N/NC(=O)C(=O)N1CCCCC1	2.5	0.5	2.7	0.9	-4.7	-2.3	1.2	3.3	19.6	0.1
CN(CCCC(=O)Nc1ccc(Br)cc1F)S(=O)(=O)c1ccccc1	-6.2	-0.7	-2.8	2.8	1.8	-4.7	-6.3	2.1	-10.4	-0.8

Going on with the list.
SMILES	SIAE primary	rCAG RNA binder	LEDGF integ inh	GC-B act	TCR-CD3 inh	mABHD4 FP	HTRA1 inhibitor	PRMT1 FP inh	TDP2 absorb	MBD2 DNA inh
CC(C)Cc1ccc(C(=O)Nc2ccc(Cc3ccncc3)cc2)o1	1.9	-5.3	1.9	-3.2	-4.3	-6.9	-23.9	-0.6	-2.9	-0.6
COc1ccc(C(=O)NN/C(=N/S(=O)(=O)c2ccc(C)cc2)c2ccccc2)cc1	6.5	0.5	-6.7	-7.8	-3.5	-0.9	-1.1	1.0	-10.5	3.4
COc1ccc(S(=O)(=O)N2CCCCCC2)cc1NC(=O)CCCOc1ccccc1	-2.9	2.7	-3.2	0.4	-0.9	5.9	-32.9	4.2	-2.0	2.8
CCc1ccccc1N1C(=O)CN(Cc2cc(OC)c(OC)c(OC)c2)C1=S	-4.4	-6.8	1.8	1.6	-4.0	1.5	-3.5	-10.3	-4.1	-1.8
O=C(CN1C(=O)C2C3CCC(C3)C2C1=O)OCC(=O)c1ccc(Br)cc1 (stereo not given)	1.7	-7.4	-3.2	1.6	6.3	-2.6	-2.7	-1.8	-0.8	-0.6
CCC(=O)N(CCC1(C(C)C)CCOC(C)(C)C1)Cc1ccco1 (stereo not given)	2.9	-6.4	-0.3	-0.1	-1.1	1.4	0.8	0.8	-2.6	1.9
CN1C=CC(C(C(N)=O)c2ccccc2)c2ccccc21 (stereo not given)	-1.7	2.0	-1.2	1.0	-1.1	-4.9	10.3	4.2	6.2	4.2
NC(=O)c1cc([N+](=O)[O-])ccc1NCC1CCCCC1	2.1	4.6	-1.9	1.9	2.2	-4.9	-14.0	-1.3	-5.8	-2.6
CN(C)CC(C)(C)CNC(=O)C1CCN(CCCc2ccccc2)CC1	4.3	-3.5	4.2	3.1	-1.6	6.7	2.0	2.3	10.4	5.1
CCN(C(=O)COC(=O)CC1CCCCC1)c1c(N)n(Cc2ccccc2)c(=O)[nH]c1=O	-4.6	-2.7	-2.4	-0.9	-0.9	3.7	-3.8	-1.2	-8.0	1.4
Cc1cc(NC(=O)c2cc(-c3cccc(OCC(C)C)c3)nc3ccccc23)no1	-3.1	2.2	0.1	9.5	5.2	3.6	-1.2	0.1	15.8	0.8
COc1ccc(NC(=O)c2cccs2)cn1	0.5	0.0	3.9	-4.7	1.0	1.4	1.4	-2.9	-5.8	-2.6
COc1ccc(C)cc1N(C(=O)c1snc(C(N)=O)c1N)C(C(=O)NC1CCCC1)c1ccc(F)cc1 (stereo not given)	-4.4	1.4	0.1	-7.1	-0.7	-12.2	-30.4	-4.0	-10.4	-5.5
CCCn1cc(SCC(=O)NCc2ccco2)c2ccccc21	1.4	4.3	-0.3	-0.8	1.4	-6.7	9.2	6.5	-9.8	-3.7
O=C(NC1CCCCC1)C(c1ccccc1)N(C(=O)c1csnn1)C1CCCC1 (stereo not given)	5.3	0.7	3.8	-7.2	8.0	-0.5	0.8	-4.0	10.1	1.9
CCOc1cccc2sc(N(CCCN(C)C)C(=O)c3ccc(S(=O)(=O)N4CCc5ccccc5C4)cc3)nc12	2.0	3.0	-0.3	-1.2	5.2	15.4	-4.0	-2.0	9.8	2.5
O=C(COc1ccc(-c2ccccc2)cc1)N/N=C/c1ccccc1Br	10.0	6.6	-0.6	-2.4	5.5	-5.1	-9.6	2.0	1.1	-6.8
CCN(CC)c1ccc(/C=N/Nc2nc(C)cc(=O)[nH]2)cc1	3.9	6.6	2.9	-8.7	-7.4	-3.7	8.0	-0.7	2.2	4.6
C=CCn1c(SCC(=O)NCc2ccco2)nc2sc(C)c(C)c2c1=O	-3.7	-7.1	1.2	2.1	2.5	2.6	5.3	-1.2	6.7	2.6

Compound activity: PubChem BioAssay, several laboratories
